# From PubChem BioAssay
# Menin MLL FP TR: inhibitors of human menin-MLL interaction, mutant MLL peptide | Menin + Texas Red MLL mutant peptide, fluorescence polarization | 270,000 tested, 0.23% active | O00255 | AID 1768 | Potency, µM (highest dose often 61.6 µM), without a hit: top-dose FP activity change, negative = inhibition, most hits filed as inhibitors; active = well fitted inhibition curve with a large enough effect in the polarisation, with a control signal flat, not every such curve was filed as active; inconclusive = small, poorly fitted or top-dose-only effect, or effect the other way, or a change in a side signal; inactive = no such curve, though single readings can be large or run the other way; the % refers to the polarisation; also: potency is read from the fitted curve at half-maximal effect; % of control where 0% means no effect; many of its hits are not listed in these tables
# VP16 counter: counter-screen for ROR gamma inhibitors: Gal4-VP16 reporter. Drosophila S2 Gal4-VP16 UAS-luciferase, luminescence, 20 h. Potency, µM (series often up to 53.6 µM), inactives show at the highest dose activity, negative = inhibition, most hits filed as inhibitors. 310,000 tested, 3.5% active. AID 2546;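 also: Gal4-VP16 expression switched on by copper sulfate through the metallothionein promoter; potency is read from the fitted curve at half-maximal effect; % is scaled to controls: 0 for no effect and ±100 for the full control effect; nearly all actives have a fitted effect of over 50% in size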
# RORgamma inh: inhibitors of mouse ROR gamma transcriptional activity; Drosophila S2 Gal4-RORgamma UAS-luciferase reporter, 20 h; Potency, µM (highest dose often 53.6 µM), for the others: at the top dose activity change, negative = inhibition, most hits filed as inhibitors; 310,000 tested, 5.4% active; also: potency is read from the fitted curve at half-maximal effect; % is scaled to controls: 0 for no effect and ±100 for the full control effect; nearly all actives have a fitted effect of over 60% in size
# Target sequence (P51450 whole entry, looked up, the tested form may be a part): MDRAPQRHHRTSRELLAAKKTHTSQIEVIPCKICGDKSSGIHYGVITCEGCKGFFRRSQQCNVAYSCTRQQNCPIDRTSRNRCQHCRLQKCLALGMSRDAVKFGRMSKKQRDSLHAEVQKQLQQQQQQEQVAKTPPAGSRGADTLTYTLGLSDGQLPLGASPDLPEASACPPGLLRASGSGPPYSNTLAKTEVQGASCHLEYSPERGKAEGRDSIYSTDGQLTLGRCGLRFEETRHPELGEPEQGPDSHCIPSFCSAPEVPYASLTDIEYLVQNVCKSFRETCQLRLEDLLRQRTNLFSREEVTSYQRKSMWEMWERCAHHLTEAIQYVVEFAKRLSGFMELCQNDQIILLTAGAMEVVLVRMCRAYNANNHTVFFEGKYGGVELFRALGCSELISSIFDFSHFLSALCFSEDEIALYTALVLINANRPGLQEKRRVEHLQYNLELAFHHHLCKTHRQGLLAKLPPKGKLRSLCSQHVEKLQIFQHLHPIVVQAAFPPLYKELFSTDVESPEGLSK
#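 ROR gamma transcriptional activity was tracked as Gal4-UAS luciferase output in stably transfected Drosophila Schneider cells, with compound added 1 hr before 700 uM copper sulfate induction and a 20 hr ambient-temperature incubation.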
# PKM2 activator: increases activity of human pyruvate kinase M2. P14618. purified PKM2, Kinase-Glo ATP luminescence, activation; response scale: 0% is enzyme alone, no compound. Potency, µM (doses to about 57.5 µM), without a hit: at the highest dose activation, hits mostly activators. 260,000 tested, 0.34% active. AID 1631; also: potency is read from the fitted curve at half-maximal effect; % is scaled to controls: 0 for no effect and ±100 for the full control effect; nearly all actives have a fitted effect of over 55% in size
#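 Purified hPK-M2 (>95%) run at intermediate activity with 0.1 mM ADP and 0.5 mM PEP in 50 mM imidazole pH 7.2, KCl, MgCl2; 1 h room temperature. ATP formed read by Kinase-Glo luminescence; normalized to uninhibited and no-enzyme controls.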
# Rab9 prom act: activators of Rab9 promoter | Potency, µM (highest dose often 9.22 µM), without a hit: top-dose activation, negative = inhibition, actives largely listed as activators | Huh7 Rab9 promoter-luciferase reporter, luminescence, 24 h | 320,000 tested, 2.8% active | AID 485297; also: potency is read from the fitted curve at half-maximal effect; % of control where 0% means no effect; nearly all actives have a fitted effect of over 60% in size
#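 Measured in stably transfected Huh7 cells bearing a Rab9 promoter–luciferase construct: 24 h compound treatment at 37 °C, followed by luminescence detection.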
# MBNL1-CUG inh: inhibitors of human MBNL1 binding to CUG repeat RNA | Q9NR56 | TR-FRET MBNL1-His/biotin-(CUG)12 binding, 665/545 ratio | Potency, µM (top dose mostly 57.5 µM), for inactives: at the highest dose activity change, negative = inhibition, hits mostly inhibitors | 280,000 tested, 0.036% active | AID 2675; active = well fitted inhibition curve with a large enough effect in the signal ratio, with a control signal flat, not every such curve was filed as active; inconclusive = small, poorly fitted or top-dose-only effect, or effect the other way, or a change in a side signal; inactive = no such curve, though single readings can be large or run the other way; the % refers to the signal ratio; also: potency is read from the fitted curve at half-maximal effect; % is scaled to controls: 0 for no effect and ±100 for the full control effect
# Target sequence (Q9NR56 whole entry, looked up): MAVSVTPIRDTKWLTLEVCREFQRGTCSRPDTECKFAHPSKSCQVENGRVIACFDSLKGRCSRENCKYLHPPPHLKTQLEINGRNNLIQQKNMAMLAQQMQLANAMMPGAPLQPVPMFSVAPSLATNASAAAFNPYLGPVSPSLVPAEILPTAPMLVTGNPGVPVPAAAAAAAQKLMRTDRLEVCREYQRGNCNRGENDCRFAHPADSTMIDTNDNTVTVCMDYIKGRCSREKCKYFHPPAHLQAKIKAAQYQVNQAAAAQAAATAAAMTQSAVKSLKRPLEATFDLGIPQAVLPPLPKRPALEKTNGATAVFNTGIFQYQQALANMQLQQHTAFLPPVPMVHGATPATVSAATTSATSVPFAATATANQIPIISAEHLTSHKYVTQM
#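 TR-FRET between His-tagged MBNL1 and biotin-(CUG)12 RNA, detected with Tb anti-His antibody (0.055 ng/ul) and streptavidin-XL665 (5 nM), 60 min at room temperature. Compounds titrated 92 nM to 58 uM; 665/545 nm ratio normalized to buffer and complex controls.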
# NPC1 promoter act: activates the NPC1 promoter. 320,000 tested, 2.4% active. Potency, µM (highest dose often 9.22 µM), for the others: at the top dose activation, actives largely listed as activators. AID 485313. Huh7 NPC1 promoter luciferase reporter, 24 h;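 also: potency is read from the fitted curve at half-maximal effect; % of control where 0% means no effect; nearly all actives have a fitted effect of over 60% in size; reporter is driven by a mutant NPC1 promoter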
#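 Stably transfected Huh7 (NPC1 promoter→luciferase), 1500 cells/well in Opti-MEM + 10% FBS, 2 h settle, then compound 24 h at 37 °C. Luminescence after 10 min with Amplite reagent.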
# FLuc counter: counter-screen for miR-21 project: firefly luciferase inhibitors or activators; P08659; purified FLuc, Km substrates, luminescence inhibition; Potency, µM (titrated, usually from 57.5 µM), without a hit: at the highest dose activity change, negative = inhibition, usual class: inhibitors; 360,000 tested, 6.9% active;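 also: potency is read from the fitted curve at half-maximal effect; plate controls were vehicle for no effect and reference inhibitor for full effect; nearly all actives have a fitted effect of over 55% in size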
#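 Biochemical qHTS of compounds, final roughly 60 µM downward over six points, against 10 nM purified firefly luciferase using Km concentrations of substrates (10 uM D-luciferin, 10 uM ATP) in Tris acetate pH 7.5 buffer; luminescence output.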
# KCNH2 3.1 inh: blocks the human KCNH2 3.1 channel isoform; U2OS KCNH2 3.1, thallium flux FluxOr; hits give low values; activity change, % (tested at about 1.8 µM); 340,000 tested, 0.95% active;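 active = maximum activity change below -70%; inconclusive = maximum activity change from -70% to -50%; inactive = maximum activity change above -50%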;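 also: thallium influx rate constant from kinetic fluorescence after stimulation buffer; % is scaled to controls: 0 for no effect and ±100 for the full control effect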
#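 U2OS cells transduced with KCNH2 3.1 mutant virus (1.77 x 10^8 /mL, 4 h), plated overnight at 37 C, loaded 45 min with FluxOr dye plus Red40 quencher. Thallium flux rate constant from kinetic reads after stimulation buffer, normalised to controls.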
# ELG1 repair inh: inhibitors of ELG1-dependent DNA repair in HEK293T cells; HEK293T ELG1-luciferase reporter, luminescence, 16 h; DNA damage induced by 5-fluorouridine; Potency, µM (titrated, usually from 46.1 µM), inactives show top-dose activity change, negative = inhibition, most hits filed as inhibitors; 330,000 tested, 2.3% active; AID 504467; also: potency is read from the fitted curve at half-maximal effect; % is scaled to controls: 0 for no effect and ±100 for the full control effect; nearly all actives have a fitted effect of over 55% in size
#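 Step one: seed 2,000 cells per well. Step two: pin-transfer compound or DMSO alongside 5-fluorouridine. Step three: incubate 16 hr, 37 °C, 5% CO2. Step four: add ONE-Glo, wait 30 min, read luminescence.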
# Mito fusion act: mitochondrial division inhibition or fusion activation | S. cerevisiae fusion-defective mutant growth rescue, CellTiterGlo 48 h | Potency, µM (highest dose often 46.1 µM), for the others: top-dose growth rescue (activation), hits mostly activators | 320,000 tested, 0.23% active;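 also: potency is read from the fitted curve at half-maximal effect; % of control where 0% means no effect; nearly all actives have a fitted effect of over 45% in size; temperature-sensitive fusion mutants such as fzo1-1 at 37 °C on non-fermentable ethanol glycerol medium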
#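 Growth-rescue viability read-out: after 48 h at the non-permissive 37C in glycerol/ethanol YPEG, yeast mitochondrial fusion mutants are measured by CellTiterGlo luminescence; compounds (23 nl pinned per well) restoring growth score as division inhibitors or fusion activators.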
# Active calls of the source: *; ? = inconclusive; / = no result given; [ ] = another dose, or the depositor's remark. Unless noted, calls follow the shape of the dose curve; as a rule, active = well fitted curve in the direction sought with a large enough effect; inconclusive = small, poorly fitted or top-dose-only effect, or another doubt; inactive = no such curve, though single readings can be large; an effect the other way counts as inactive or inconclusive. The list is partial (hit frequency here may not be typical).
SMILES,Menin MLL FP TR,VP16 counter,RORgamma inh,PKM2 activator,Rab9 prom act,MBNL1-CUG inh,NPC1 promoter act,FLuc counter,KCNH2 3.1 inh,ELG1 repair inh,Mito fusion act
CN(C)C(=O)CSc1nnc(-c2cc(-c3cccs3)nc3ccccc23)o1,?,-12%,-13%,-13%,-2%,14%,-1%,0%,1,12µM*,-2%
CC(C)(C)c1cc(NC(=O)Nc2ccccc2OC(F)(F)F)no1,10%,-13%,2%,/,-3%,8%,2%,-2%,1,-10%,-20%
CCN(Cc1cnn(C)c1)C(=O)c1ccc(OC2CCN(S(=O)(=O)N(C)C)CC2)cc1,?,?,7%,4%,-26%,-7%,-9%,3%,-20,?,-2%
CC(O)CN1CC(O)=C(c2nc3ccccc3s2)C1=N (stereo not given),12%,-15%[10 µM],19%,1%,-2%,-3%,-1%,-1%,1,15%,14%
O=C(c1ccc(Cn2cc([N+](=O)[O-])cn2)o1)N1CCCC1,-9%,/,/,9%,-1%,16%,-3%,15%,14,10%,7%
CC1=NNC(=O)C1CCC(=O)N/N=C\c1ccccc1[N+](=O)[O-] (stereo not given),4%,-10%,-10%,1%,-3%,?,1%,-15%,13,15%,1%
Cc1cc(NC(=O)c2sc(Nc3ccc(F)cc3)nc2N)no1,?,-14%,?,/,25%,1%,18%,-14%,-3,?,2%
CC1CCCCN1CCCNC(=O)c1nn(C)c2c1CSc1ccccc1-2 (stereo not given),-6%,6%,-14%,0%,-3%,-3%,2%,-1%,0,?,6%
Cc1cc(C)nc(NNC(=O)NC2CCCCC2)n1,-2%,-1%,-20%,-3%,9%,/,6%,-1%,5,-7%,2%
Cc1nn(-c2ccccc2)c(C)c1NC(=O)COc1ccc(C#N)cc1,-2%,-4%,19%,0%,-4%,-9%,-1%,-3%,-2,-15%,-1%
NC(=O)CSc1nnc(NC(=O)C2CC(=O)N(c3ccc(F)cc3)C2)s1 (stereo not given),?,8%,20%,0%,-1%,5%,-2%,0%,3,10%,-2%
O=C(NNC(=O)C1CCN(c2ncccn2)CC1)c1ccccc1,-1%,-1%,2%,-4%,-5%,-12%,1%,-1%,-31,15%,0%
O=C(OCC1OC(n2cnc3c(N(C(=O)c4ccccc4)C(=O)c4ccccc4)ncnc32)C(O)C1F)c1ccccc1 (stereo not given),1%,?,?,0%,27%,-7%,10%,-1%,-86*,-17%,0%
O=C(CCNC(=O)c1ccc(Cl)cc1)NCCC1=CCCCC1,/,/,/,/,?,/,?,?,-5,?,-12%
CCCCOCCCn1c(-c2ccco2)nc2nc3ccccc3nc21,-25%,-13%,-12%,-2%,3%,?,0%,?,0,?,3%
CCCCOc1ccc(C(=O)N2CCNC(=O)C2CC(=O)OC(C)C)cc1 (stereo not given),4%,7%,15%,-1%,-4%,-5%,-4%,2%,4,-8%,-1%
COc1ccc(C(=O)NCc2n[nH]c(=S)n2-c2ccccc2)cc1OC,0%,-5%,-34%,-9%,-5%,-5%,0%,3%,2,12%,1%
CC(C)(C)c1ccccc1NC(=O)NC1CCN(Cc2c(F)cccc2Cl)CC1,/,4%,13%,1%,-3%,/,0%,0%,-6,-3%,-1%
Cc1ccc(/C=N/n2cnc3sc4c(c3c2=O)CCCC4)o1,5%,4%,14%,12%,23%,14%,3%,?,-11,2%,-1%
CC(=O)Nn1c(COc2ccccc2C)nc2ccccc2c1=O,8%,0%,14%,-5%,2%,5%,-3%,3%,-6,16%,3%
Oc1c(N=NC(=S)Nc2ccccc2F)c2ccccc2n1Cc1cccc(Cl)c1,?,3.5µM*,?,-3%,-5%,1%,-9%,0%,8,?,3%
CCOC(=O)c1c(C#N)cnn1-c1ccc(C)cc1,-15%,-6%,-9%,1%,-1%,3%,0%,3%,-5,12%,-1%
CCc1ccc(S(=O)(=O)N2CCN(c3ccccc3OC)CC2)cc1,-14%,3%,12%,-1%,-5%,0%,0%,-3%,-2,-8%,3%
CCc1ccccc1NCc1cc(=O)oc2cc(C)ccc12,15%,?,-32%,0%,9%,4%,-1%,-1%,7,5%,5%
COc1ccc(-c2noc(CCC(=O)Nc3ccc4c(c3)OCCO4)n2)cc1,?,?,?,-2%,1%,-3%,0%,17µM*,/,-4%,-2%
COc1ccc(CC(=O)Nc2nnc(C(C)C)s2)cc1OC,-1%,1%,2%,3%,-4%,-3%,-8%,3%,-25,-2%,-6%
O=C1C(Cc2ccccc2O)NC(=S)N1c1ccccc1 (stereo not given),/,4%,-13%,5%,1%,6%,-4%,2%,3,3%,2%
O=C(Cn1nnc(-c2ccncc2)n1)Nc1ccc2c(c1)CCC2,31%[activator],1%,-6%,-12%,0%,?,-5%,1%,5,-6%,-4%
COc1cc(OC)c(CN2CCC(Cc3ccccc3)CC2)cc1Br,-22%,0%,-21%,0%,-12%,-22%,-7%,1%,-22,-25%,-6%
COc1ccc(-c2nc(CS(=O)CC(=O)NCCCN3CCOCC3)c(C)o2)cc1OC (stereo not given),/,14%,3%,/,-4%,-7%,4%,-1%,-7,19%,-1%
O=C(NCCc1ccccc1)C1CC(=O)N(CCc2ccccc2)C1 (stereo not given),0%,-28%,5%,/,-1%,-11%,-4%,-1%,-11,14%,5%
COCc1cc(C)nc(OCC(=O)N/N=C/c2ccc(-c3cccc([N+](=O)[O-])c3)o2)c1C#N,1%,6%,-3%,0%,-1%,?,-4%,-3%,/,-4%,2%
COC(=O)[C@H](C)NC(=O)Nc1ccc(Oc2ccccc2)cc1,-7%,7%,20%,-2%,18%,-8%,6%,-7%,17,6%,-1%
Cc1c(NC(=O)/C=C/c2cn(-c3ccccc3)nc2-c2ccc(F)cc2)c(=O)n(-c2ccccc2)n1C,22%,-5%,19%,0%,-1%,5%,-4%,2%,7,4%,-4%
O=C(CCNC(=O)c1ccc(Br)cc1)NC1CCCc2ccccc21 (stereo not given),/,/,/,/,-3%,/,-1%,-3%,11,-8%,-15%
Cc1c(Br)cc(C(=O)NC2CCCCC2)c(C)c1C,?,1%,-1%,-3%,-3%,-20%,-4%,1%,1,8%,2%
Cc1cc(C)cc(C(=O)NC(=S)Nc2ccc3c(c2)OCCO3)c1,-5%,3.2µM*,?,-4%,?,9%,?,6.7µM*,6,?,12%
COC(=O)/C=C/c1ccc(OC(=O)c2ccncc2)cc1,-1%,-15%,-6%,-3%,-1%,-18%,1%,-3%,0,11%,-2%
Cc1ccnc(N=Cc2nc(-c3ccccc3Br)oc2O)c1,-6%,-7%,16%,-6%,?,?,22%,5.4µM*,7,?,3%
CN(C)c1ccc(C=NC(CO)C(O)c2ccc([N+](=O)[O-])cc2)cc1 (stereo not given),/,-4%,-6%,4%,0%,?,-1%,6%,0,-15%,2%
